Growth percent in the NCI-60 one-dose screen (48 h, 10 µM unless noted): 100 = growth as untreated, 0 = no growth, -100 = all killed.
NCI/ADR-RES: NCI/ADR-RES ovarian cells; 4.4% of 81,000 active; AID 1794790
NCI-H23: NCI-H23 lung cancer. 4% of 80,000 active
A498: A498 renal cancer cells. AID 1794774. 5.4% of 76,000 active
NCI-H522: NCI-H522 lung cancer; AID 1794739; 8% of 78,000 active
NCI-H226: NCI-H226 lung cancer; 3.5% of 79,000 active; AID 1794732
ACHN: ACHN renal cancer. 4.9% of 81,000 active
NCI-H460: NCI-H460 lung cancer. 6.8% of 82,000 active. AID 1794736
CAKI-1: CAKI-1 renal cancer. 4.7% of 75,000 active
RXF 393: RXF 393 renal cancer cells. AID 1794773. 6.9% of 77,000 active
An asterisk follows results filed as active; / = not tested or not shown; & = joins results of further samples. Rule for the calls: active = growth percent below 10; inactive = the rest.

no. | smiles | NCI/ADR-RES | NCI-H23 | A498 | NCI-H522 | NCI-H226 | ACHN | NCI-H460 | CAKI-1 | RXF 393
1 | COc1ccc(C(=O)NC(=S)N2CCN(c3ncnc4c3cnn4-c3ccccc3)CC2)cc1 | 62 | 60 | 115 | 41 | 9.1* | 64 | 56 | 28 | 50
2 | COc1ccc2cc([C@H](C)C(=O)N/N=C/c3ccc(Br)cc3)ccc2c1 | 98 | 101 | 107 | 92 | 103 | 106 | 100 | 87 | 100
3 | COc1nc(N)nc2c1ncn2C1O[C@H](CO)[C@@H](O)[C@@H]1O (stereo not given in full) | 108 | 106 | 96 | / | 110 | 117 | 113 | 104 | 123
4 | NS(=O)(=O)c1ccc(CCn2c(SCC(=O)NCc3ccccc3)nc3ccccc3c2=O)cc1 | 97 | 96 | 110 | 90 | 100 | 109 | 110 | 100 | 113
5 | N#CC(Nc1ccccc1)c1ccccc1 (stereo not given) | 107&104 | 107&104 | 108&105 | 147&85 | 96&98 | 96&102 | 111&103 | 99&111 | /
6 | CC(C)CC(C(=O)NC1CCCCC1)N1C(=O)c2ccccc2C1=O (stereo not given) | 95 | 99 | 108 | 97 | 98 | 107 | 103 | 90 | 103
7 | COc1ccccc1C(=O)C(O)c1ccccc1OC (stereo not given) | 93 | 94 | 89 | 91 | 99 | 102 | 104 | 94 | 101
8 | Cc1cccc(/C=C/c2ccccc2)n1 | 106 | 91 | / | / | 107 | 109 | 114 | 106 | 119
9 | O=C1C=C(Sc2ccc3ccccc3c2)C(=O)c2ccccc21 | 98 | 96 | 104 | 65 | 101 | 105 | 105 | / | 102
10 | O=C(NN1C(=O)/C(=C\c2ccc(Br)cc2)SC1=S)c1ccncc1 | 101 | 104 | 106 | 95 | / | 100 | 103 | 98 | 108
11 | COC(=O)NC1CC2C=CC1C1C=CC21 (stereo not given) | 98 | 97 | 102 | 86 | 94 | 103 | 116 | 101 | 109
12 | C=CCn1c(SCC(=O)Nc2ccc(C(=O)/C=C/c3cc(OC)c(OC)c(OC)c3)cc2)nnc1-c1ccc(Cl)cc1 | 41 | 23 | 16 | -13* | -4.4* | 37 | 23 | / | -42*
13 | O=C1C(=Cc2cccc(Br)c2)C(=O)c2ccccc21 | 101 | 99 | 103 | 77 | 83 | 93 | 107 | 96 | 104
14 | Oc1ccc(C(=Nc2ccccc2)c2ccccc2)c(O)c1 | 96 | 104 | 93 | 80 | 97 | 101 | 114 | 74 | 98
15 | Cc1ccc2oc(=O)cc(-c3cc(C)nc(N)c3C#N)c2c1 | 85 | 91 | 75 | 40 | 87 | 93 | 91 | 78 | 95
16 | Oc1ccc(Br)cc1CNC1CCCCC1 | 87 | 92 | 113 | 100 | 92 | 98 | 105 | 75 | 98
17 | Cc1ccc(NC(=O)C#N)cc1 | 107 | 104 | 98 | 101 | 98 | 100 | 111 | 101 | 106
18 | CCNC(=O)C1CCCN1C(=O)C(CCCN=C(N)N)NC(=O)C(CC(C)C)NC(=O)C(CC(C)C)NC(=O)C(Cc1ccc(O)cc1)NC(=O)C(CO)NC(=O)C(Cc1c[nH]c2ccccc12)NC(=O)C(Cc1cnc[nH]1)NC(=O)C1CCC(=O)N1 (stereo not given) | 98 | 88 | 98 | 74 | 111 | 97 | 107 | 85 | 28
19 | CC(CN(C)C)C(=O)c1ccccc1 (stereo not given) | 99 | 93 | 86 | 32 | 100 | 106 | 110 | 83 | 90
20 | O=[N+]([O-])c1cc2c(c([N+](=O)[O-])c1)OCOC2 | 107 | 102 | 94 | / | 98 | 104 | 103 | 96 | 99
21 | CS(=O)(=O)Nc1ccc(C(=O)CC2(O)C(=O)Nc3ccccc32)cc1 (stereo not given) | 103 | 100 | 111 | 92 | 97 | 99 | 105 | 89 | 103
22 | COc1ccc2c(c1)O/C(=C\c1cccc(OCC(=O)Nc3nc(C)c(C)s3)c1)C2=O | -11* | 19 | 114 | -74* | 92 | 99 | 89 | -83* | -66*
23 | O=C1NC(c2ccccc2)=CC(c2ccc(Cl)cc2)N1c1ccccc1 (stereo not given) | 87 | 75 | 90 | 64 | 85 | 73 | 89 | 60 | 89
24 | O=C(O)/C(=C\c1ccccc1[N+](=O)[O-])c1ccc2c(c1)OCO2 | 96 | 89 | 92 | 85 | 81 | 93 | 102 | 89 | 98
25 | CS(=O)(=O)c1cccc(-c2c(-c3cccc(OCc4ccc(F)cc4)c3)nc3sccn23)c1 | 80 | 92 | / | 61 | 75 | 75 | 88 | 24 | 74

The final six entries of the section before open the next one.
no. | smiles | NCI/ADR-RES | NCI-H23 | A498 | NCI-H522 | NCI-H226 | ACHN | NCI-H460 | CAKI-1 | RXF 393
20 | O=[N+]([O-])c1cc2c(c([N+](=O)[O-])c1)OCOC2 | 107 | 102 | 94 | / | 98 | 104 | 103 | 96 | 99
21 | CS(=O)(=O)Nc1ccc(C(=O)CC2(O)C(=O)Nc3ccccc32)cc1 (stereo not given) | 103 | 100 | 111 | 92 | 97 | 99 | 105 | 89 | 103
22 | COc1ccc2c(c1)O/C(=C\c1cccc(OCC(=O)Nc3nc(C)c(C)s3)c1)C2=O | -11* | 19 | 114 | -74* | 92 | 99 | 89 | -83* | -66*
23 | O=C1NC(c2ccccc2)=CC(c2ccc(Cl)cc2)N1c1ccccc1 (stereo not given) | 87 | 75 | 90 | 64 | 85 | 73 | 89 | 60 | 89
24 | O=C(O)/C(=C\c1ccccc1[N+](=O)[O-])c1ccc2c(c1)OCO2 | 96 | 89 | 92 | 85 | 81 | 93 | 102 | 89 | 98
25 | CS(=O)(=O)c1cccc(-c2c(-c3cccc(OCc4ccc(F)cc4)c3)nc3sccn23)c1 | 80 | 92 | / | 61 | 75 | 75 | 88 | 24 | 74
26 | CCOC(=O)c1nn(-c2ccccc2)cc1O | 100 | 96 | 103 | 89 | 116 | 106 | 103 | 94 | 93
27 | CN(c1cc2ncc(=O)[nH]c2cc1NC(N)=NCc1ccc(Cl)cc1)C1CCCCC1 | 115 | 88 | 80 | 30 | 73 | 98 | 40 | 99 | 37
28 | Nc1nc(N)c2c(n1)NC(c1cccc(Nc3ccnc4cc(Cl)ccc34)c1)CC(c1ccc(F)cc1)=N2 (stereo not given) | 97 | 95 | 82 | 90 | 93 | 103 | 96 | 87 | 81
29 | CN(C)c1ccc(-c2cc(-c3cccc(NS(C)(=O)=O)c3)nc(N)c2C#N)cc1 | / | 21 | / | 7.6* | 40 | 26 | 5.3* | / | 20
30 | COc1ccc(CN2C(=O)CCC2C(=O)NCCc2ccccc2)cc1 (stereo not given) | 102 | 102 | / | 67 | 91 | 104 | 106 | 100 | 103
31 | CCOC(=O)c1c(Nc2ccccc2)nn2c(-c3ccc(C)cc3)ccnc12 | 98 | 95 | / | 93 | 92 | 106 | 105 | 97 | 99
32 | NS(=O)(=O)c1cccc(Nc2nc(SCC(=O)c3ccccc3)nc3c2CCCC3)c1 | 103 | 104 | 95 | 100 | 100 | 99 | 103 | 96 | 117
33 | CCCCNCCOC(=O)c1ccc([N+](=O)[O-])cc1 | 112 | 104 | 99 | 104 | 104 | 102 | 110 | 112 | 106
34 | CCc1ccc(Nc2nc(Nc3cnc4ccccc4c3)c3[nH]cnc3n2)cc1 | 85 | 66 | 79 | 70 | 68 | 84 | 72 | 86 | 95
35 | O=C(Nc1ccc(Cl)cn1)C1(c2ccccc2)CCCCC1 | 125 | 114 | 141 | 140 | 103 | 112 | 102 | 120 | -1.3*
36 | Nc1ccc(-c2ccc(F)cc2)c(F)c1NC(=O)N1Cc2nccnc2C1 | 64 | 92 | 92 | 47 | 96 | 94 | 89 | 79 | 100
37 | O=C1/C(=C/c2cc(O)ccc2O)Oc2cc(O)ccc21 | 113 | 111 | / | 96 | / | 107 | 113 | 99 | 113
38 | Cc1ccc(C(O)c2ccccc2)cc1 (stereo not given) | 111 | 105 | 101 | 100 | 105 | 108 | 94 | 100 | 103
39 | O=C(Nc1ccc(OCC(=O)c2ccc(Cl)cc2)cc1)Nc1ccc(Cl)c(C(F)(F)F)c1 | 58 | / | 0.7* | -12* | 38 | 17 | 28 | 41 | -61*
40 | O=C(Nc1ncccc1OCc1ccccc1Cl)NC12CC3CC(CC(C3)C1)C2 | 85 | 77 | 84 | 87 | 62 | 95 | 89 | 73 | 90
41 | Cc1ccc(C(=O)c2ccccc2)c(C)c1 | 100 | 100 | 104 | / | 104 | 103 | 110 | 121 | 116
42 | c1ccc(OC[C@@H]2CN(Cc3ccc4[nH]ccc4c3)CCO2)cc1 | 93 | 102 | 97 | 92 | 93 | 91 | 96 | 89 | 103
43 | O=C1N=C(Oc2ccccc2)SC1=O | 107 | 102 | 123 | 99 | 97 | 104 | 103 | 94 | 117
44 | C#C[C@]1(O)CC[C@H]2[C@@H]3CC=C4c5sc(-c6ccc(C)cc6)nc5CC[C@]4(C)[C@H]3CC[C@@]21C | 57 | 46 | 113 | 28 | 99 | 21 | -0.7* | 8.2* | -68*
45 | COc1cccc2c1c1nc3cc(C)c(C)cc3nc1n2CCN(C)C | 25 | 18 | / | -5.0* | -6.8* | -12* | 7.9* | 9.7* | 30
46 | C#C[C@]1(O)CC[C@H]2[C@@H]3CC=C4c5sc(-c6ccc(O)cc6)nc5CC[C@]4(C)[C@H]3CC[C@@]21C | 104 | 101 | 115 | 104 | 107 | 98 | 112 | 99 | 100
47 | c1ccc(CNc2ccccc2)cc1 | 120&108 | 102&105 | 111&108 | 107&87 | 93&103 | 110&106 | 102&106 | 101&102 | 102&113
48 | C1CCN(CCN2CCCCC2)CC1 | 110 | 103 | 114 | 96 | 70 | 98 | 121 | 107 | 110
49 | O=C(OCCO)c1ccc(O)cc1 | 104 | / | 92 | 94 | 114 | 109 | 107 | 95 | 112
50 | COc1ccccc1NC(=O)C1CCC(=C2C(=O)OC(C)(C)OC2=O)N1 (stereo not given) | 104 | 105 | 97 | 91 | 96 | 99 | 107 | 91 | 104

Looked up one by one from the list above:
no. | smiles | NCI/ADR-RES | NCI-H23 | A498 | NCI-H522 | NCI-H226 | ACHN | NCI-H460 | CAKI-1 | RXF 393
26 | CCOC(=O)c1nn(-c2ccccc2)cc1O | 100 | 96 | 103 | 89 | 116 | 106 | 103 | 94 | 93
30 | COc1ccc(CN2C(=O)CCC2C(=O)NCCc2ccccc2)cc1 (stereo not given) | 102 | 102 | / | 67 | 91 | 104 | 106 | 100 | 103
47 | c1ccc(CNc2ccccc2)cc1 | 120&108 | 102&105 | 111&108 | 107&87 | 93&103 | 110&106 | 102&106 | 101&102 | 102&113

New compounds follow.
no. | smiles | NCI/ADR-RES | NCI-H23 | A498 | NCI-H522 | NCI-H226 | ACHN | NCI-H460 | CAKI-1 | RXF 393
51 | COC12CCCC1C1(O)CCCCC1O2 (stereo not given) | 111 | 107 | / | 100 | 95 | 105 | 111 | 97 | 106
52 | CCOC(=O)C1(C)CCCC(C)C1=O (stereo not given) | 105 | 100 | 122 | / | 109 | 97 | 115 | 114 | 123
53 | COC(C(N)=O)c1ccccc1 (stereo not given) | 99 | 104 | 103 | 100 | 100 | 105 | 101 | 84 | 110
54 | O=C(O)C1C=Cc2ccccc21 (stereo not given) | 123 | 96 | 97 | 90 | 93 | 88 | 101 | 92 | 115
55 | CO[C@H]1NC(=O)N(S(=O)(=O)c2ccc(Cl)cc2)[C@@H]1OC | 110 | 107 | 112 | 105 | 131 | 105 | 110 | 93 | 119
56 | CC(=O)c1sc(/N=C2\NC(=O)/C(=C3/C(=O)N(Cc4ccccc4)c4ccccc43)S2)nc1C | 96 | 91 | 94 | 76 | 103 | 99 | 103 | / | 117
57 | CN1C(=O)NC(=NCc2ccccc2)C1NCc1ccccc1 (stereo not given) | 101 | 99 | 76 | 84 | 98 | 85 | 112 | 92 | 92
58 | N#Cc1c(-c2ccc(F)cc2)nc(NCCO)[nH]c1=O | 98 | 91 | 121 | 90 | 101 | 98 | 115 | 99 | 123
59 | Cc1ccc2c(-n3nc(C#N)c(C#N)c3N)cc(=O)[nH]c2c1 | 110 | 89 | 105 | 77 | 79 | 83 | 81 | 83 | 100
60 | NC1=NN=C2N(N)C(=O)c3cnn(-c4ccccc4)c3N2c2nc(-c3ccccc3)cc(-c3ccccc3)c21 | 92 | 94 | 114 | 75 | 87 | 101 | 103 | 87 | 138
61 | O=Cc1ccc2nc(C(Cl)(Cl)Cl)ccc2c1 | 105 | 92 | 94 | 94 | 97 | 101 | 95 | 100 | 95
62 | O=C1CCN(CCCN2CCC(=O)NC2=S)C(=S)N1 | 107 | 100 | / | 92 | 93 | 99 | 105 | 87 | 97
63 | Cc1ccc(C(=O)N/N=C/c2cccc(Oc3ccccc3)c2)cn1 | 20 | 71 | 58 | 31 | 67 | 86 | 33 | 23 | 72
64 | CCCNC(=O)c1sc2ncnc(Nc3ccc(NC(=O)Nc4cccc(OC)c4)cc3)c2c1C | 103 | 96 | / | 65 | 86 | 112 | 112 | 94 | 101
65 | CSc1ccc2c(c1)N(CC(C)CN(C)C)c1ccccc1S2 (stereo not given) | 81 | 83 | 75 | 73 | 98 | 70 | 89 | 90 | 53
66 | CS(=O)(=O)c1ccc(C(=O)/C=C/c2cn(-c3ccc(F)cc3)nc2-c2ccc(S(C)(=O)=O)cc2)cc1 | 103 | 109 | 113 | 90 | 100 | 106 | 116 | 95 | 110
67 | O=C(CC(=O)C(F)(F)F)c1cccnc1 | 105 | 101 | 87 | 91 | 101 | / | 106 | / | 96
68 | O=C(Cc1ccccc1)NC1=NC(=O)/C(=C\c2ccccc2O)S1 | 97 | 96 | 82 | 99 | 98 | 95 | 104 | 88 | 100
69 | CCc1n(Cc2ccc3ccccc3c2)c2ccccc2[n+]1Cc1ccc2ccccc2c1 | 105 | 29 | 88 | 12 | 65 | 96 | 54 | / | 94
70 | CCOC(=O)C1=C(C(=O)c2cccc3ccccc23)C(c2cccc([N+](=O)[O-])c2)C(C(=O)c2cccc3ccccc23)=C(C(=O)OCC)N1 | 116 | 96 | 126 | 98 | 102 | 104 | 118 | 88 | 110
71 | CC(C)(C)c1ccc(OCCCCCCN2CCNCC2)cc1 | 80 | 62 | 86 | 66 | 73 | 71 | 35 | 76 | 46
